# BRCA1 expr up = BRCA1 expression activation. MCF7-BRCA1-FFLuc reporter, luminescence, 48 h; response scale: scaled: vehicle 0%, 10 µM genistein 100%. Potency, µM (top dose mostly 46.1 µM), for inactives: top-dose activation, usual class: activators. hit rate 1.1% among 380,000. AID 624202; active = well fitted activation curve with a large enough effect; inconclusive = small, poorly fitted or top-dose-only effect; inactive = no such curve, though single readings can be large or run the other way; also: nearly all actives have a fitted effect of over 80% in size; some results filed as inactive show a strong effect at the top dose
#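 Using MCF7 cells harboring a BRCA1 firefly luciferase reporter, plated 2 h before compound pinning, the screen measured luminescence after 48 h incubation. Responses were normalized to DMSO and 10 microM genistein, then fitted for concentration-effect.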
# Starred values were filed as active, the others as inactive; ? = inconclusive. Potency is read from the fitted curve at half-maximal effect. The list is partial. The share of hits here may be higher or lower than overall.
CC(C)CCNC(=O)c1ccc2c(c1)N(Cc1ccccc1F)C(=O)c1ccccc1S2(=O)=O
  BRCA1 expr up: -36%

COc1cccc(NC(=O)Cn2cc(C(=O)c3ccc(F)cc3)c(=O)c3cc(OC)ccc32)c1
  BRCA1 expr up: 0%

CC(C)C[C@H]1CN(CCCC[C@@H]2CNC(=O)C(=O)N2CC2CCCCC2)C(=O)C(=O)N1CCc1ccc(O)cc1
  BRCA1 expr up: 20%

CC(C)(C)Cc1c(-c2cccc(Br)c2)nc2ccc(Br)cn12
  BRCA1 expr up: 18%

COCCN1C(=O)CCC1(C)C(=O)Nc1ccc2c(c1)OCCO2 (stereo not given)
  BRCA1 expr up: 20%

Cc1nc2ccccc2c(=O)n1-c1ccc(NC(=O)c2ccccc2[N+](=O)[O-])cc1
  BRCA1 expr up: 0%

COc1cc(NC(=O)c2c(C)nn(-c3ccc(F)cc3)c2-n2cccc2)cc(OC)c1
  BRCA1 expr up: 1%

O/N=C(/CI)c1ccc2ccccc2c1
  BRCA1 expr up: 29%

C[C@H](O)[C@@H]1CN2CCc3c([nH]c4ccccc34)[C@@H]2C[C@@H]1N(C)C(=O)c1ccco1
  BRCA1 expr up: -50%

COc1ccc(-c2ccc(C(=O)Nc3cccc(F)c3)c3occc23)c(C)c1
  BRCA1 expr up: ?

O=C(Nc1ccccc1)c1cc(C2COCCN2C(=O)c2cccs2)on1 (stereo not given)
  BRCA1 expr up: 27%

CC(=O)Nc1cc(-c2ccc(N3CCN(C)CC3)cc2)cn2c(-c3ccccc3)cnc12
  BRCA1 expr up: 10%

O=c1c2sc3ccccc3c2n(Cc2ccc(F)cc2)c(=O)n1Cc1ccccc1
  BRCA1 expr up: 0%

OC(c1ccc(F)c(F)c1)c1nc(-c2csc3ccccc23)cs1 (stereo not given)
  BRCA1 expr up: 2%

COc1ccc(-c2csc(C(C)(NC(C)=O)c3ccccc3)n2)cn1 (stereo not given)
  BRCA1 expr up: -26%

COc1ccccc1CNC(=O)c1c(O)nc2cc(C)ccn2c1=O
  BRCA1 expr up: 5%

CCOC(=O)C1CCN(c2c(C(=O)c3ccc(C)cc3)cnc3ccc(F)cc23)CC1
  BRCA1 expr up: -15%

Cc1ccc(-c2nc3ccc(Cl)cn3c2Nc2ccccc2)o1
  BRCA1 expr up: -6%

CN(C)C(=O)c1cccc(-c2cnc3c(NC=O)cc(-c4ccc(N(C)C)cc4)cn23)c1
  BRCA1 expr up: -21%

CC1(c2nc3ccccc3[nH]2)CCC(=O)N1Cc1cccs1 (stereo not given)
  BRCA1 expr up: 15%

CCCS(=O)(=O)NC(=O)C1(C)CCCN(C(=O)c2ccccc2F)C1 (stereo not given)
  BRCA1 expr up: 0%

Cn1c(NCCc2ccncc2)nc2cc(-c3ccsc3)sc2c1=O
  BRCA1 expr up: -18%

CN(CCc1ccccc1)C(c1ccnc2ccccc12)c1nnnn1-c1ccc2c(c1)OCCO2 (stereo not given)
  BRCA1 expr up: -34%

OCCNc1nc(-c2cccs2)nc2ccccc12
  BRCA1 expr up: 0%

O=C(NCc1ccc(F)cc1)Nc1nnc([C@H]2C[C@H](O)[C@@H](CO)O2)s1
  BRCA1 expr up: 14%

COc1ccc(OCc2nc3ccccc3n2C(C)c2ccccc2)cc1 (stereo not given)
  BRCA1 expr up: -18%

Cc1sc2ncn(CC(=O)Nc3ccc(C(C)C)cc3)c(=O)c2c1S(=O)(=O)N1CCN(c2ncccn2)CC1
  BRCA1 expr up: 11%

CCOc1ccc(NC(=O)CN2C(=O)CC(C)Sc3ccccc32)cc1 (stereo not given)
  BRCA1 expr up: -9%

O=S1(=O)CC(N2CCCC2)CN1Cc1cn(Cc2cccc(Cl)c2)nn1 (stereo not given)
  BRCA1 expr up: 8%

CC(=O)Nc1ccc(-c2ccnc3c2CC(C(=O)NCc2ccco2)O3)cc1 (stereo not given)
  BRCA1 expr up: -46%

COc1cc(C(CC(=O)Nc2cccc(C(C)=O)c2)N2Cc3ccccc3C2=O)cc(OC)c1OC (stereo not given)
  BRCA1 expr up: -14%

CNc1cncc(-c2ccc(S(C)(=O)=O)cc2)n1
  BRCA1 expr up: 36%

Cc1cc(C)n2c(Nc3ccc4c(c3)OCCO4)c(-c3ccccn3)nc2n1
  BRCA1 expr up: 0%

CCCCOc1ccc(-c2cc3c(=O)n(CC(=O)Nc4ccc(Cl)cc4Cl)ccn3n2)cc1
  BRCA1 expr up: 6%

Cc1nc(-c2ccc(S(=O)(=O)N3CCN(c4cc(Cl)ccc4C)CC3)cc2)co1
  BRCA1 expr up: 5%

Brc1cccc(-c2nnn3c2nc(NCc2ccc4c(c2)OCO4)c2ccccc23)c1
  BRCA1 expr up: -10%

Cc1ccc2cccc(NC(=O)c3ccc(-c4cc(Cl)ccc4Cl)o3)c2n1
  BRCA1 expr up: -17%

CC(=O)Nc1ccc(-c2ccnc3c2CC(C)(C(=O)Nc2cccc(OC(F)(F)F)c2)O3)cc1 (stereo not given)
  BRCA1 expr up: -57%

OC[C@@H]1CN(C2CCCC2)C[C@H](n2cnc3c(NC4CC4)ncnc32)O1
  BRCA1 expr up: 17%

CSCCC(C(=O)Nc1c(C)cccc1C)N1CCN(c2ccc(C(F)(F)F)cn2)CC1 (stereo not given)
  BRCA1 expr up: 3%

# Reprinted from the part before: four entries, followed by the next part.
Cc1ccc2cccc(NC(=O)c3ccc(-c4cc(Cl)ccc4Cl)o3)c2n1
  BRCA1 expr up: -17%

CC(=O)Nc1ccc(-c2ccnc3c2CC(C)(C(=O)Nc2cccc(OC(F)(F)F)c2)O3)cc1 (stereo not given)
  BRCA1 expr up: -57%

OC[C@@H]1CN(C2CCCC2)C[C@H](n2cnc3c(NC4CC4)ncnc32)O1
  BRCA1 expr up: 17%

CSCCC(C(=O)Nc1c(C)cccc1C)N1CCN(c2ccc(C(F)(F)F)cn2)CC1 (stereo not given)
  BRCA1 expr up: 3%

COc1ccc(OC)c(NC(=O)Nc2nc(C(N)C(C)C)cs2)c1 (stereo not given)
  BRCA1 expr up: -31%

Cc1cc(F)ccc1NC(=O)C1CCCN(C(=O)c2cnn(-c3ccccc3)c2-n2cccc2)C1 (stereo not given)
  BRCA1 expr up: -16%

COc1cc(NC(=O)Nc2cccn3nc(COCCO)nc23)cc(OC)c1OC
  BRCA1 expr up: 13%

CCc1ccc(N(CC)C(=O)Cn2cnc3sc(C)c(S(=O)(=O)N4CCN(c5ncccn5)CC4)c3c2=O)cc1
  BRCA1 expr up: 8%

O=C(CC(c1cccs1)N1Cc2ccccc2C1=O)Nc1ccc(F)cc1F (stereo not given)
  BRCA1 expr up: -11%

CCOCCC(=O)Nc1ccc2c(c1)c(=O)n(C)n2CC=C(C)C
  BRCA1 expr up: -51%

C=C1NN(CC2CC2)C(=O)N1c1ccc(OCc2ccccc2)cc1
  BRCA1 expr up: ?

Nc1nc(N)c(S(=O)(=O)c2ccccc2)c(Nc2ccccc2)n1
  BRCA1 expr up: -8%

CCc1cccc(NC(=O)CCc2c(C)nc3c(-c4ccccc4)c(C)nn3c2C)c1
  BRCA1 expr up: -4%

CC1(C(=O)NS(=O)(=O)C2CC2)CCCN(C(=O)c2ccc3ccccc3c2)C1 (stereo not given)
  BRCA1 expr up: -11%

# Copied from the entries so far (two entries):
COc1ccc(OC)c(NC(=O)Nc2nc(C(N)C(C)C)cs2)c1 (stereo not given)
  BRCA1 expr up: -31%

Cc1cc(F)ccc1NC(=O)C1CCCN(C(=O)c2cnn(-c3ccccc3)c2-n2cccc2)C1 (stereo not given)
  BRCA1 expr up: -16%

# Looked up one by one from above (7):
CCc1cccc(NC(=O)CCc2c(C)nc3c(-c4ccccc4)c(C)nn3c2C)c1
  BRCA1 expr up: -4%

CCc1ccc(N(CC)C(=O)Cn2cnc3sc(C)c(S(=O)(=O)N4CCN(c5ncccn5)CC4)c3c2=O)cc1
  BRCA1 expr up: 8%

C=C1NN(CC2CC2)C(=O)N1c1ccc(OCc2ccccc2)cc1
  BRCA1 expr up: ?

Nc1nc(N)c(S(=O)(=O)c2ccccc2)c(Nc2ccccc2)n1
  BRCA1 expr up: -8%

O=C(CC(c1cccs1)N1Cc2ccccc2C1=O)Nc1ccc(F)cc1F (stereo not given)
  BRCA1 expr up: -11%

COc1cc(NC(=O)Nc2cccn3nc(COCCO)nc23)cc(OC)c1OC
  BRCA1 expr up: 13%

CC1(C(=O)NS(=O)(=O)C2CC2)CCCN(C(=O)c2ccc3ccccc3c2)C1 (stereo not given)
  BRCA1 expr up: -11%

# Remaining list, next part.
COc1cc(OC)cc(C(=O)Nc2ccc3nc(N4CCC(C)CC4)cc(C)c3c2)c1
  BRCA1 expr up: -61%

CC(C)(C)n1c(O)c2n(c1=O)Cc1ccccc1N=C2c1ccccc1
  BRCA1 expr up: -47%

O=S(=O)(c1cccnc1)N1CCN(c2nc(-c3cccs3)nc3ccccc23)CC1
  BRCA1 expr up: 21%

Cc1ccc(NC(=O)C2c3ccccc3-c3ccccc32)cc1
  BRCA1 expr up: 0%

CCCS(=O)(=O)NC(=O)C1(C)CCCN(C(=O)c2cccc3ccccc23)C1 (stereo not given)
  BRCA1 expr up: 3%

NCCCCCc1nnc(SCc2ccc(F)cc2)o1
  BRCA1 expr up: 15%

CCOC(=O)c1c(C)[nH]c(C)c1S(=O)(=O)N1CCCC(C(=O)Nc2ccc(C)c(N(C)C)c2)C1 (stereo not given)
  BRCA1 expr up: -34%

COCCCn1c(SCC(=O)NCc2ccccc2)nc2c(sc3ccccc32)c1=O
  BRCA1 expr up: 10%

Cc1ccccc1Cn1c(C)c(C(=O)NCC(C)C)sc1=O
  BRCA1 expr up: 2%

CCCCn1cc2c(c1-c1ccccc1Br)c(=O)n(C)c(=O)n2C
  BRCA1 expr up: -8%

COC(=O)[C@@]1(Cc2ccc(F)cc2)[C@H]2c3cc(C(=O)N(C)C)n(CCN4CCOCC4)c3C[C@H]2CN1C(=O)c1ccccc1
  BRCA1 expr up: -6%

O=C(NCc1ccc(C(F)(F)F)cc1)c1cccc2c(-c3ccc(F)c(F)c3)coc12
  BRCA1 expr up: 8%

CCCCC[C@H]1CCCCC[C@@H](O)C[C@@H](O)[C@@H](O)/C=C/C(=O)O1
  BRCA1 expr up: -6%

CC(=O)N1Cc2cc(C(=O)NCC(F)(F)F)nc(-c3cccc(-c4cccnc4)c3)c2[C@@H]1CCO
  BRCA1 expr up: -54%

CCCCN(CC)CCCNC(=O)c1cn(CC)c2ccc(S(=O)(=O)N3CCOCC3)cc2c1=O
  BRCA1 expr up: 17%

Clc1cccc(N2CCN(c3ncnc4c3nc3n4CCCC3)CC2)c1
  BRCA1 expr up: 72%

Cc1nc(C(F)(F)F)ccc1C(=O)N1CCCC1(C)C(=O)NCC(C)C (stereo not given)
  BRCA1 expr up: 53%

Cc1ccc2nc(CO)[nH]c2c1
  BRCA1 expr up: 5%

COc1cc(-c2cnc3c(NC=O)cc(-c4ccc(N5CCN(C)CC5)cc4)cn23)cc(OC)c1OC
  BRCA1 expr up: 3%

CC(C)[C@@H]1Cc2[nH]c(=O)[nH]c(=O)c2[C@H](c2ccc(F)cc2)O1
  BRCA1 expr up: 3%

C[N+](C)(CCCCCI)c1ccc(/C=C/c2nc3ccccc3s2)cc1
  BRCA1 expr up: -63%

CC1(C(=O)NS(=O)(=O)c2ccc(F)cc2F)CCN1C(=O)Cc1ccccc1 (stereo not given)
  BRCA1 expr up: 6%

CSc1ccc(CCNC(=O)C2CCN(c3nc4ccccc4nc3C(F)(F)F)CC2)cc1
  BRCA1 expr up: -5%

Nc1ncnc2c1ncn2[C@@H]1O[C@H](CNC(=O)[C@H](N)Cc2cccnc2)[C@@H](O)[C@H]1O
  BRCA1 expr up: 9%

CCN(CC)C(=O)c1ccc2nc([C@@H]3O[C@H](CO)[C@H](O)[C@H](O)[C@H]3O)[nH]c2c1
  BRCA1 expr up: 0%

CCOC1=C2[C@H](c3ccc(CC)cc3)N(S(=O)(=O)c3ccc(C)cc3)C[C@H]2n2c(=O)n(-c3ccccc3)c(=O)n2C1
  BRCA1 expr up: -23%

CCc1nc2c(OCC(=O)C(C)(C)C)cccn2c1N(C)C(=O)C(C)C
  BRCA1 expr up: 23%

COc1ccccc1C(=O)NC1(C(F)(F)F)C(=O)NC(C)=C1C#N (stereo not given)
  BRCA1 expr up: 3%

CCCC(=O)N1CCC1(C)C(=O)Nc1cc(C)ccc1C (stereo not given)
  BRCA1 expr up: 14%

Cc1[nH]c2ccccc2c1C(=O)CNc1ccc(Br)cc1
  BRCA1 expr up: -20%

CC(C)C[C@H]1CN(CCCC[C@H]2CNC(=O)C(=O)N2CCc2ccc(O)cc2)C(=O)C(=O)N1CCc1ccc(O)cc1
  BRCA1 expr up: 8%

O=C1COc2cc(S(=O)(=O)CCC(=O)N3CCN(c4ccccc4)CC3)c(Cl)cc2N1
  BRCA1 expr up: -7%

O=[N+]([O-])c1nccn1CC(O)CO (stereo not given)
  BRCA1 expr up: 14%

COc1cc2c(Nc3ccc(NC(=O)c4ccccc4)cc3)ncnc2cc1OCCCN1CCOCC1
  BRCA1 expr up: -60%

COc1cccc(NC(=O)Cn2c(=O)n(CCCCC(=O)NCCc3ccccc3)c(=O)c3ccccc32)c1
  BRCA1 expr up: -14%

COc1cc(Cl)c(NS(=O)(=O)c2ccc(-c3cnc(C4CC4)o3)cc2)c(OC)c1
  BRCA1 expr up: -56%

COC(=O)[C@@]1(Cc2ccc(F)cc2)[C@H]2c3cc(C(=O)N(C)C)n(Cc4ccc(S(C)(=O)=O)cc4)c3C[C@H]2CN1C(=O)c1ccccc1
  BRCA1 expr up: 3%

O=S(=O)(c1ccc(Oc2ccc3c(c2)OCO3)c(S(=O)(=O)N2CCOCC2)c1)N1CCOCC1
  BRCA1 expr up: 0%

O=C(NC1CCCCC1)c1cc2c(Cl)nc3ccccc3c2s1
  BRCA1 expr up: 36%

COC(=O)c1ccc2nc(-c3ccccc3)c(Cc3ccccc3OC)n2c1
  BRCA1 expr up: 7%

# Screening results deposited in PubChem by National Center for Advancing Translational Sciences (NCATS).
